BioA inh = blocks M. tuberculosis BioA enzyme activity | purified M. tuberculosis BioA enzyme, plate reader | 360,000 compounds, 0.096% hits | AID 602481 | inhibition, % at 9.99 µM; in the data active means inhibition above about 40%; inconclusive means no clear call, values can overlap the other calls
GDH-TPI inh = inhibits GDH-TPI coupling enzymes, artifact for Mtb FBA screen. GDH-TPI coupled enzyme counterscreen, NADH absorbance. inhibition, % at 4.8 µM. 360,000 compounds, 1.2% hits. AID 588335; in the data active means inhibition above about 30%;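 further: 0% = DMSO wells and 100% = wells lacking the enzyme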
PfHsp40 yeast = compounds rescuing yeast from Plasmodium falciparum HSP40 toxicity. growth rescue, % at 12.5 µM. 340,000 compounds, 0.68% hits. AID 504582. S. cerevisiae expressing PfHsp40, growth rescue, ATP luminescence; in the data active means growth rescue above about 28%, passing the limit was not always enough; inconclusive means no clear call, values can overlap the other calls;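 further: yeast W303a lacking pdr1 and pdr3 grown in galactose medium; growth measured after three days at 30 °C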
BoNT-F LC inh = BoNT F light chain protease inhibition | inhibition, % at 10 µM | Multiplex microsphere protease cleavage assay, flow cytometry | 360,000 compounds, 0.22% hits; in the data active means inhibition above about 35%, passing the limit was not always enough; inconclusive means no clear call, values can overlap the other calls; further: plate controls were buffer without enzyme for full effect and enzyme alone for no effect
Mtb UGM inh = Mtb UDP-galactopyranose mutase inhibition; inhibition, % at 10 µM; purified UGM, fluorescence polarization probe displacement; 320,000 compounds, 0.06% hits; in the data active means inhibition above about 10%, passing the limit was not always enough; inconclusive means no clear call, values can overlap the other calls
FadD28 FP inh = M. tuberculosis FadD28 bisubstrate binding inhibition. FadD28 bisubstrate probe binding, fluorescence polarization. inhibition, % at 12.5 µM. 360,000 compounds, 0.22% hits. AID 588549; in the data active means inhibition above about 8.5%, passing the limit was not always enough; inconclusive means no clear call, values can overlap the other calls
BoNT-A LC inh2 = blocks Botulinum neurotoxin A light chain protease; multiplex microsphere protease substrate cleavage, flow cytometry; inhibition, % at 10 µM; 360,000 compounds, 0.17% hits; AID 588499; further: plate controls were buffer without enzyme for full effect and enzyme alone for no effect
Anthrax LF inh2 = blocks Bacillus anthracis lethal factor protease. AID 588501. inhibition, % at 10 µM. 360,000 compounds, 0.12% hits. multiplex microsphere protease cleavage assay, LF. P15917; further: plate controls were buffer without enzyme for full effect and enzyme alone for no effect
Target sequence (P15917 whole entry, looked up): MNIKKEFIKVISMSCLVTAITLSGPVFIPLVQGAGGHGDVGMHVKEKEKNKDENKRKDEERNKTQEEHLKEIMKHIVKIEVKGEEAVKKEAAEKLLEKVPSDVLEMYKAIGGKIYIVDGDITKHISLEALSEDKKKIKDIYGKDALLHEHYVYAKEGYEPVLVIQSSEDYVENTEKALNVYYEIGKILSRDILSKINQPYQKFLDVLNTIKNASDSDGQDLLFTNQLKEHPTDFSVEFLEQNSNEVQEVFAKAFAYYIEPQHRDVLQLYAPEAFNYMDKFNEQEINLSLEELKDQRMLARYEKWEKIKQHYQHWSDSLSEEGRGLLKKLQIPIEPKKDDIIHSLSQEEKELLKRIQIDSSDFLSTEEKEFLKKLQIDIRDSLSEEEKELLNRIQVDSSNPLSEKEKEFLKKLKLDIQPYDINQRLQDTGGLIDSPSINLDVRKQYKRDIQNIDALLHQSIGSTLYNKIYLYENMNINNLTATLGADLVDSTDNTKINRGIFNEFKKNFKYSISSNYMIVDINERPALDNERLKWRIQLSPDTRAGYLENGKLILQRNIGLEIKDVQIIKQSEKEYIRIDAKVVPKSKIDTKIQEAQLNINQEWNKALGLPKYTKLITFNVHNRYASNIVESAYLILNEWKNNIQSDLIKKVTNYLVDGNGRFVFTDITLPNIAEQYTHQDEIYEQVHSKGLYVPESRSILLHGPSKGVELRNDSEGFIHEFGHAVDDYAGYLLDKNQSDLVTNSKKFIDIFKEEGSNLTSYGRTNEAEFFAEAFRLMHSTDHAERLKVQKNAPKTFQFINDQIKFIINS
FBA Mtb inh = Mtb fructose-bisphosphate aldolase inhibition | P9WQA3 | purified M. tuberculosis FBA, fluorescence read-out | inhibition, % at 1 µM | 360,000 compounds, 2.3% hits; in the data active means inhibition above about 27%;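 further: 0% = vehicle and 100% = reference inhibitor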
Numbers without * were called inactive; u = inconclusive; x = no result given; & = joins results of further samples. Unless noted, no stated cut-off is given here; in the data, active means inhibition above about 30%; inconclusive means no clear call, values can overlap the other calls; inactive means below that. The order is random; overall some 4.7% were active at least once.

A first look, 4 compounds:
SMILES	BioA inh	GDH-TPI inh	PfHsp40 yeast	BoNT-F LC inh	Mtb UGM inh	FadD28 FP inh	BoNT-A LC inh2	Anthrax LF inh2	FBA Mtb inh
O=C1N(c2ccccc2C(F)(F)F)O[C@@]1(c1ccccc1)C1CCCCC1	-3.3	17	-2.3	-8	6.4	-1.1	-0.6	4	2
Cc1ccc(C(=O)NCC(=O)N2CCCC(C(F)(F)F)C2)s1 (configuration not stated)	x	12	1.2	2	0.4	-2.0	2.4	-2	3
Cc1ccc(C(=O)NNC(=O)c2cc3cc4ccccc4nc3s2)cc1	x	10	0.7	5	-2.1	0.2	0.1	-1	-3
O=C(c1cnn2c(C(F)(F)F)cc(-c3ccccc3)nc12)N1CCCc2ccccc21	-1.2	-3	0.5	4	-1.2	-1.3	-0.6	-2	-1

The whole of this part (from the top)
SMILES	BioA inh	GDH-TPI inh	PfHsp40 yeast	BoNT-F LC inh	Mtb UGM inh	FadD28 FP inh	BoNT-A LC inh2	Anthrax LF inh2	FBA Mtb inh
O=C1N(c2ccccc2C(F)(F)F)O[C@@]1(c1ccccc1)C1CCCCC1	-3.3	17	-2.3	-8	6.4	-1.1	-0.6	4	2
Cc1ccc(C(=O)NCC(=O)N2CCCC(C(F)(F)F)C2)s1 (configuration not stated)	x	12	1.2	2	0.4	-2.0	2.4	-2	3
Cc1ccc(C(=O)NNC(=O)c2cc3cc4ccccc4nc3s2)cc1	x	10	0.7	5	-2.1	0.2	0.1	-1	-3
O=C(c1cnn2c(C(F)(F)F)cc(-c3ccccc3)nc12)N1CCCc2ccccc21	-1.2	-3	0.5	4	-1.2	-1.3	-0.6	-2	-1
Cc1ccc(C(C(=O)NCc2ccc(F)cc2)N(C(=O)c2csnn2)C2CC2)cc1 (configuration not stated)	2.2	13	1.3	5	1.7	-0.2	-0.7	7	0
Clc1ccc(CN2CCCCCC2)cc1	0.4	-2	2.1	u	0.0	-1.3	-0.2	-9	-6
COc1ccccc1NC(=O)/C(C#N)=C/c1c(C)nn(-c2ccc(F)cc2)c1Cl	x	10	0.0	-5	1.0	-0.9	-0.4	0	3
CCOC(=O)c1c(C)nc(C)c(C(=O)OCC)c1-c1cccc([N+](=O)[O-])c1	3.0	1	x	-5	x	-2.4	-0.7	-12	-1
CCc1ccc(/C=C2\SC(=S)N(CCCC(=O)NCCCN3CCOCC3)C2=O)cc1	3.4	15	x	-7	x	-2.5	-0.1	1	-3
COc1ccc(N2C(=O)CC(Nc3cccc(C(C)=O)c3)C2=O)cc1OC (configuration not stated)	2.0	15	3.4	-14	0.8	-1.4	0.8	-4	4
O=C(O)CN1C(=O)C2(OCCO2)c2cc(Br)ccc21	-2.2	-2	-0.1	u	-0.8	-1.8	-1.9	-14	1
CCc1cccc(NC(=O)C2CCCN2S(=O)(=O)c2cccc3cccnc23)c1 (configuration not stated)	-1.0	5	1.9	0	-0.8	-0.6	2.5	0	4
NC(=O)CSc1nnnn1CC(CC(=O)O)c1ccccc1 (configuration not stated)	-0.4	7	-0.3	-2	0.0	-2.0	-0.9	8	-4
Cc1cc(C)c(NC(=O)CC(=O)c2ccccc2)c(Cl)c1	3.6	3	2.7	-10	0.8	-2.2	-2.7	0	4
Cc1ccc(C)c(S(=O)(=O)N2CCCC2CNC(=O)C(=O)NCCc2ccco2)c1 (configuration not stated)	x	0	1.9	-3	-1.3	-0.8	-2.8	2	0
CCCCN(c1ccccc1)S(=O)(=O)c1ccc2c(c1)CCN2C(=O)CCC(=O)O	x	0	-0.2	1	0.3	-2.9	1.7	-6	4
COc1ccc(Nc2cc(C)nc3ccccc23)cc1	9.0	20	3.7	-6	3.7	-1.6	-0.7	-2	0
CCOC(=O)c1c(C)n(C)c2ccc(OC)c(NC(=O)CN3CCCCC3)c12	1.0	-3	-0.9	-2	0.1	-3.5	0.2	-1	2
Cc1cc(-c2nc3ccccc3[nH]2)ccc1N	3.8	9	-2.6	-3	-0.4	-2.3	-0.8	-7	174*
CCCCCN(C(=O)CCC(=O)OC(C)C(=O)NC1CCCCC1)c1c(N)n(CCCC)c(=O)[nH]c1=O (configuration not stated)	-1.3	2	0.9	u	-0.5	-0.4	3.0	2	4
Cn1cc(C(=O)NC2CCCCCCC2)c(=O)c2cc(S(=O)(=O)N3CCCC3)ccc21	-0.5	4	-1.1	1	-0.2	-0.7	-1.1	-2	-2
O=Cc1cn(CCC(=O)O)nc1-c1cccc2ccccc12	x	-8	-0.5	-4	0.4	-3.0	-0.5	-4	-1
CCCSc1nnc(NC(=O)c2ccco2)s1	x	10	-1.7	-5	1.9	-1.1	0.0	-3	5
CC(C)(CNS(=O)(=O)c1ccc(Cl)cc1)N1CCCCC1	-0.1	6	-1.1	1	0.2	-3.1	0.3	4	0
CCOC(=O)c1cnn(-c2ncnc3sc(CC)cc23)c1N	-1.0	-7	0.8	-2	-1.8	-2.8	0.2	-1	2
Cc1nc2ccc(C(=O)N3CCN(C(=O)c4ccco4)CC3)cn2c1N(C)C(=O)CCc1ccccc1	-0.6	8	x	-1	x	1.0	-0.2	-1	1
CCOC(=O)N1CCN(CC(=O)Nc2c(C(=O)OC)[nH]c3cc(C)ccc23)CC1	2.7	19	1.7	-3	0.4	0.3	-2.5	0	3
CCOCCCN(Cc1ccco1)S(=O)(=O)c1csc(C(N)=O)c1	x	-3	1.6	1	-2.1	-0.3	-2.4	-6	-2
Cn1nc(N)c2ncc(-c3ccc(Cl)cc3)nc21	-0.9	21	x	0	x	-0.2	0.1	2	3
O=C(CC1COc2ccccc2O1)NCc1ccccc1 (configuration not stated)	-0.3	-3	0.5	-2	-2.5	-3.4	-0.2	-1	0
C[C@@H]1CN([C@H](C)CO)C(=O)CCCn2nncc2CO[C@@H]1CN(C)C(=O)OCc1ccccc1	1.1&-0.9&0.2	8	x	2	x	-1.5	-0.3	6	2
O=S1(=O)N=C(Oc2cccc3ccccc23)c2ccccc21	3.2	3	-0.1	-4	0.5	-0.7	2.0	2	5
COc1ccccc1NC(=O)Cn1c(=O)c(N(C)C)c(N)n(C)c1=O	x	-8	-0.8	-9	-1.4	-1.6	-0.5	-2	-1
Cc1nn(C)c(Oc2ccccc2)c1CCNC(=O)CCl	x	-6	0.4	0	1.1	-3.6	-0.2	-2	-4
Cc1cc(C(=O)NCCc2ccccc2)c2cc(F)ccc2n1	x	3	-0.3	-1	2.4	-3.8	0.9	0	-1
CN(CC(=O)Nc1cccc(F)c1)C(=O)c1sccc1-c1ccccc1	3.3	-4	0.0	3	x	-3.1	-6.6	1	1
CCNC(=O)COC(=O)c1sccc1C	-1.3	-4	0.6	-4	-2.0	-1.2	-0.8	-3	1
Cc1noc(C)c1C(=O)N(C)C[C@@H]1OCc2ccccc2-c2c(n(C)c3ccccc23)C(=O)N([C@H](C)CO)C[C@H]1C	-0.1	13	x	-2	x	0.1	-0.6	-3	3
CC(=O)Nc1ccc(S(=O)(=O)NCC(=O)OCC(=O)N2CCCCCC2)cc1	-1.1	5	0.4	-7	-1.3	0.2	-0.5	-7	0
O=C(CN1C(=O)NC2(CCCC2)C1=O)Nc1nc2ccccc2s1	x	3	0.1	4	4.6	0.5	0.9	-5	3
O=[N+]([O-])c1cc2c(cc1CN1CCN(c3ccccc3F)CC1)OCO2	2.8	2	0.0	-6	1.8	-0.5	-1.4	5	3
O=c1c(C(c2nnnn2C2CCCCC2)N2CCCCC2)coc2ccc(Cl)cc12 (configuration not stated)	-1.3	2	0.3	-4	-1.7	-1.6	1.0	2	7
CC1(C)OC(C)(C)/C(=C\c2ccc(OCC(N)=O)cc2)C1=O	-1.3	35*	-0.9	6	2.1	-2.0	-0.2	7	-6
Cc1ccccc1NC(=O)COC(=O)c1ccc(C)c(S(=O)(=O)N2CCCCC2)c1	0.1	5	x	-3	x	-1.1	-0.1	-10	2
O=C(CCCN=C1NS(=O)(=O)c2ccccc21)OCC(=O)c1ccc(Br)cc1	-1.1	-6	-3.0	-7	1.7	-0.9	-3.0	-1	4
Cc1cc(NC(=O)c2ccc3c(c2)OCO3)no1	x	4	0.7	0	0.9	-2.3	-0.7	1	-7
O=C(N/N=C/c1ccccc1Cl)c1ccncc1	-1.9	22	3.1	u	2.8	1.2	-0.2	-2	0
CCN1CCN(C(=S)Nc2ccc(Cl)c(Cl)c2)CC1	9.0	-2	-0.8	-5	-2.6	-16	-0.7	-6	3
O=C(Nc1ccccc1C(=O)O)c1cc(S(=O)(=O)N2CCOCC2)c(Br)s1	0.2	8	1.6	25	2.7	-6.6	1.4	1	2
COc1ccc(NC2CCCN(C(=O)C3(C)CCCCC3)C2)cc1OC (configuration not stated)	-7.1	13	-0.5	7	-0.4	-0.6	-0.5	1	2
Additional records follow.
SMILES	BioA inh	GDH-TPI inh	PfHsp40 yeast	BoNT-F LC inh	Mtb UGM inh	FadD28 FP inh	BoNT-A LC inh2	Anthrax LF inh2	FBA Mtb inh
Cc1cc(F)ccc1Oc1cc(NN2CCCCC2)c([N+](=O)[O-])cc1[N+](=O)[O-]	-1.3	8	1.2	-8	0.9	0.6	0.0	3	0
Cc1ccc(S(=O)(=O)N2CCN(S(=O)(=O)N3CCCCC3)CC2)cc1	x	-9	0.4	-7	-3.7	-3.4	-1.5	-4	1
CCN1CCN(c2oc(-c3ccc([N+](=O)[O-])cc3)nc2C#N)CC1	-2.4	1	x	12	-1.5	-0.3	2.8	10	-1
CCCCN(C(=O)C1CSC2(C)CCC(=O)N12)c1c(N)n(Cc2ccccc2)c(=O)[nH]c1=O (configuration not stated)	-1.0	6	-0.1	5	x	0.3	4.4	-1	1
CCN(C(=O)COC(=O)c1cccnc1)c1cccc2ccccc12	3.2	-6	0.0	-1	-7.1	-0.2	-0.1	-7	1
COc1cccc(CN(C)C(=O)CC23CC4CC(CC(C4)C2)C3)c1OC	2.6	-1	2.9	-10	-1.8	-0.2	-2.4	7	6
CC(C)CCOc1cccc(OCC(=O)Nc2ccncc2)c1	0.9	-3	105*	-7	-2.2	-2.9	-1.1	-4	-1
Cc1ccc(S(=O)(=O)N2CC3CC(C2)c2cccc(=O)n2C3)cc1 (configuration not stated)	-0.8	-2	-0.1	-1	1.9	-2.3	-0.1	0	0
CC(=O)C1=C(C)OC(N)=C(C(=O)OC(C)C)C12C(=O)Nc1ccccc12 (configuration not stated)	0.5	8	2.3	1	x	-0.7	0.8	4	0
NC(=O)c1ccc(NC(=O)CC23CC4CC(CC(Br)(C4)C2)C3)cc1	2.5	2	-2.0	-1	-2.0	-3.2	-1.5	-2	2
Cn1c(=O)n(C)c2cc(NC(=O)CSc3nnc(-c4ccccc4O)n3-c3ccccc3)ccc21	0.5	9	0.0	2	0.3	-1.9	0.0	-1	1
COC(=O)c1c(NC(=O)C2=COCCO2)sc(C)c1C	5.9	19	-0.3	-15	x	-1.5	-3.0	1	6
COC(=O)c1cccnc1-n1c(=O)c2cccnc2n(Cc2cccc(OC)c2)c1=O	0.6	-2	0.0	0	1.0	-2.4	-0.9	-9	4
CCCOC(=O)c1c(-c2ccccc2)nc(CC)c(C(=O)SCC)c1CCC	-0.8	-6	-0.4	2	0.4	0.2	-1.3	-9	3
COc1ccc(N(CC(=O)Nc2ccc(C)c(F)c2)S(=O)(=O)c2c(C)noc2C)cc1	6.0	1	0.6	5	0.8	-3.2	0.8	0	-2
CC1(c2nnc(Cc3ccccc3)o2)CC(c2ccncc2)=NO1 (configuration not stated)	-0.5	11	1.0	-1	2.5	-1.0	0.5	2	6
CCC(=O)N1CCN(c2ccc(NC(=O)COc3ccc(CC)cc3)cc2)CC1	-0.1	-1	3.0	-2	6.1	-1.5	-0.5	5	-2
CCN(CC)S(=O)(=O)c1ccc(C(=O)NCc2nnc(SCC(=O)OC)n2C)cc1	x	13	-0.6	15	x	0.9	14	1	1
COc1cccc(-c2sc3ccc(OC)cc3c2C#CCCO)c1	-3.2	22	4.0	8	1.2	-7.3	1.2	-1	16
CN(C(=O)c1c[nH]c(=O)cc1C(F)(F)F)c1ccc(Cl)c(Cl)c1	x	-6	-0.2	-8	-3.3	0.0	-0.8	-3	1

Assay outcomes as filed in PubChem BioAssay.
